# High-throughput results from PubChem BioAssay.
# CHO parental Ca: ATP-evoked calcium signal inhibitors, parental CHO, primary screen, counter-screen for OX1R antagonist project, cell-based, fluorescence, Fluo-8 calcium dye; parental CHO-K1, ATP-induced calcium, Fluo-8 fluorescence; inhibition, % at 5.6 µM; 330,000 compounds, 0.63% hits; AID 463079, 2010;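 active = inhibition above that plate's mean sample inhibition plus 3 SD, cut at about 26% in these data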;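 note: 0% = ATP-challenged DMSO wells and 100% = DMSO wells without ATP; some compounds past the cut are filed as inactive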
#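 Measured by: calcium-sensitive Fluo-8 fluorescence / Test system: CHO parental line / Controls: ATP-challenged DMSO wells low, unchallenged DMSO wells high / Measure: % inhibition / Compound: single nominal dose of 5.6 µM per compound / Replicates: single well per compound, no replicates / Reagent: ATP as calcium-mobilizing challenge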
# CHO-K1 Ca antag: nonselective inhibitor or artifact in parental CHO-K1 cells; inhibition, % at 3 µM; AID 602250; 360,000 compounds, 0.6% hits; ATP-induced calcium, Fluo-8 fluorescence;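 active = inhibition above a per-plate cutoff, the plate's mean sample inhibition plus 3 SD, cut at about 24% in these data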;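 note: 0% = DMSO plus EC80 ATP and 100% = DMSO alone without ATP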
# TAAR1 agonist: human TAAR1 agonists, primary screen, Fluo-8 calcium fluorescence, CHO RD-HGA16 cells. vehicle wells 0%, saturating PEA agonist 100%. activation, % at 3 µM. 360,000 compounds, 0.99% hits;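 active = activation above the mean activation of all test compounds in the run plus 3 SD, cut at about 38% in these data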
#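 Test system: RD-HGA16 (CHO) cells co-expressing Gα16 and hTAAR1; dosing: one-point dosing at 3 µM (nominal); timing: 17-24 h seeding, 75 min 37 °C dye, 30 min RT; signal: kinetic Fluo-8 calcium fluorescence; read-out basis: % activation relative to PEA EC100 response; controls: DMSO and PEA EC100; replicates: n 1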
# TAAR1 antag: human TAAR1 antagonists, primary screen, Fluo-8 calcium fluorescence, CHO RD-HGA16 cells. Trace amine-associated receptor 1 (Homo sapiens), Q96RJ0. antagonist. inhibition, % at 3 µM. 360,000 compounds, 1.5% hits;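 active = inhibition above a per-plate cutoff, the mean inhibition of test compounds on that plate plus 3 SD, cut at about 49% in these data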;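 note: 0% = DMSO plus EC80 beta-PEA response and 100% = DMSO alone without agonist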
#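 Test system – hTAAR1-expressing CHO RD-HGA16 cells, Gα16-coupled · Reagent – β-PEA at EC80 concentration, post-compound challenge · Compound dosing – 3 µM, single point · Timing – 140 s kinetic read after compound, 140 s after agonist · Detection – Fluo-8 intracellular calcium dye fluorescence, real-time kinetic reads · Control set – DMSO and EC80 PEA controls · Repeats – n of 1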
# V1R ag counter: agonists of human V1a receptor, primary screen, counter-screen for OXTR agonist project, fluorescence, CHO-V1R cells; Fluo-8 calcium fluorescence, agonist mode; 0% DMSO, 100% 3 nM vasopressin; Vasopressin V1a receptor (Homo sapiens), P37288; 320,000 compounds, 0.25% hits; activation, % at 3 µM; AID 2797, 2010;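 active = activation above the mean activation of all tested compounds plus 3 SD, per screening run, cut at about 20% in these data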;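 note: signal is peak over basal fluorescence ratio across a 100 second FLIPR read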
# OXTR potentiator: human OXTR potentiators, primary screen, fluorescence, CHO-OTR cells, Fluo-8 calcium; activation, % at 3 µM; Fluo-8 calcium fluorescence, potentiator mode; 0% = oxytocin EC15, 100% = EC100; 320,000 compounds, 0.061% hits; Oxytocin receptor (Homo sapiens), P30559; AID 2445, 2010;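 active = activation above that plate's cutoff, the mean activation of tested compounds plus 3 SD, cut at about 6.6% in these data, passing the limit was not always enough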;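 note: 100% uses oxytocin at 75 nM as the full agonist control; some results filed as inactive read as strong as hits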
# Target sequence (P30559 whole entry, looked up): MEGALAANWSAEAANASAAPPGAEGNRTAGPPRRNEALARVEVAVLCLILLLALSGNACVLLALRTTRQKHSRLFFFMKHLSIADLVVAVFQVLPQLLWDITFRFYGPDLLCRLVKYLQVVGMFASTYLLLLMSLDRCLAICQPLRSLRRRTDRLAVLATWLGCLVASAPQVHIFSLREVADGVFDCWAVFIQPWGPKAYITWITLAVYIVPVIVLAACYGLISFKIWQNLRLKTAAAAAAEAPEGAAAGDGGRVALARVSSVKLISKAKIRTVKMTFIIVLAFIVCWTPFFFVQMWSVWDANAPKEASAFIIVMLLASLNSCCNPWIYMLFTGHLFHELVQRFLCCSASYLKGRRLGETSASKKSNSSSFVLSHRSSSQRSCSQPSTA
#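 test system = CHO-OTR cells, human receptor | compound = single-point 3.0 µM | schedule = 6 min compound pre-incubation at room temperature, 100 s kinetic read | signal = Fluo-8 no-wash calcium dye fluorescence, excitation 470-495 nm, emission 515-575 nm | repeats = single well per compound, singlicate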
# CHO-K1 Ca ag: counter-screen for M1 agonists: effect in parental CHO-K1 cells. activation, % at 3 µM. Fluo-8 calcium fluorescence; scaled to maximal ATP response, vehicle zero. 360,000 compounds, 0.48% hits; in the data active = activation above about 15%;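 note: untransfected CHO-K1 host cells lacking M1 receptor as counterscreen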
# CHO-K1 Ca PAM: nonselective calcium activators in parental CHO-K1 cells, primary screen, counter-screen for M1 PAM project, cell-based, Fluo-8 calcium fluorescence, full deck, 1536-well; activation, % at 3 µM; ATP EC20; 0% at ATP EC20, 100% at ATP max; 360,000 compounds, 0.02% hits;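 active = activation above the run cutoff, the mean activation of all test compounds plus 3 SD, cut at about 40% in these data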;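 note: peak over basal fluorescence ratio in a 140 s read after ATP addition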
# CHRM1 agonist: human M1 muscarinic receptor agonists, primary screen, Fluo-8 calcium fluorescence, CHO-K1 cells, HTS; CHO-K1 hM1, agonist mode; 0% DMSO, 100% acetylcholine EC100; AID 588814, 2011; activation, % at 3 µM; 360,000 compounds, 0.33% hits;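 active = activation above the run's mean compound activation plus 3 SD, cut at about 16% in these data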;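 note: peak over basal fluorescence ratio within a 140 s kinetic read after compound addition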
# Target sequence (P11229 whole entry, looked up): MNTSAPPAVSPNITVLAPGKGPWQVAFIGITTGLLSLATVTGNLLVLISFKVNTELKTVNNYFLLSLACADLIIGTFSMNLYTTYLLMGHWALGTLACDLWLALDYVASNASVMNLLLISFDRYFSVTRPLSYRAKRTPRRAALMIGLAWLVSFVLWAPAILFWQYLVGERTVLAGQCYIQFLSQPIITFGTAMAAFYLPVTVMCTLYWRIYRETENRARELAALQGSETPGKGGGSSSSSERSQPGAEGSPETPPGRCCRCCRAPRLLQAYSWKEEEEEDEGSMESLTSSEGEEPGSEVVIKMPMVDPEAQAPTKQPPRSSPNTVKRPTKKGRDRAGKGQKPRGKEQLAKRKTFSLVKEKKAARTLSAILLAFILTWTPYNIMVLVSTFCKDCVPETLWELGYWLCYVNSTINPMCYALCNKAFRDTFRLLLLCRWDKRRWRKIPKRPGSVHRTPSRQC
# The depositor's hits bear a star; · = no result given.
SMILES,CHO parental Ca,CHO-K1 Ca antag,TAAR1 agonist,TAAR1 antag,V1R ag counter,OXTR potentiator,CHO-K1 Ca ag,CHO-K1 Ca PAM,CHRM1 agonist
CCc1[nH]nc2c1C(c1cccnc1)C(C#N)=C(N)O2 (configuration not stated),-13,4,1,-7,0.1,2,0.0,2,0
Cc1cccc(C)c1NC(=O)CSc1nc2ccccc2c(=O)[nH]1,-9,-5,12,7,0.6,-1,0.8,14,-1
CC(C)n1c(COc2ccccc2)nc2ccccc21,-3,-6,-2,-18,-0.6,-15,2.6,10,7
Cc1ccc(C(NC(=O)c2ccccc2)C(Cl)(Cl)Cl)cc1 (configuration not stated),-17,5,11,-16,2.4,-4,2.3,-1,-5
CCONC(=NC)c1nonc1N,-11,-9,5,-17,0.8,-1,-0.5,14,-2
COc1ccccc1NC(=O)N(C)C[C@@H]1OCc2cnnn2CCCC(=O)N([C@H](C)CO)C[C@@H]1C,·,-20,0,-9,·,·,0.5,24,-3
CCc1ccc(NC(=O)c2cnn3ccccc23)cc1,2,-10,2,-15,0.2,-2,1.0,12,-2
Cc1ccc(S(=O)(=O)Nc2ccccc2CNc2ccc(Br)cn2)cc1,2,5,1,23,0.5,-8,0.8,10,-6
CCCCn1c(NS(=O)(=O)c2ccccc2)c(S(=O)(=O)c2ccc(C)cc2)c2nc3ccccc3nc21,-10,1,17,9,1.3,-2,1.3,10,1
Cc1oc(S(=O)(=O)N2CCCCC2)cc1NC(=O)Nc1ccc(Cl)cc1,0,18,22,26,10.0,-15,14,-11,4
Cc1nn(-c2cccc(C(F)(F)F)c2)c(Cl)c1/C=N/Nc1cccc(C(=O)O)c1,-14,4,-1,2,-0.4,-1,-0.4,8,-10
Cc1c(C)n(C)c2ccc(C(=O)N3CCN(c4ccccn4)CC3)cc12,-20,-3,9,33,3.2,-7,3.4,-12,-1
COc1ccc(-c2cc(C(=O)N3CCCC3)no2)cc1,-6,3,-3,-14,1.8,-5,4.1,18,2
CC(=O)c1ccc(OCc2cc(C(=O)N(C)CC3COc4ccccc4O3)no2)cc1 (configuration not stated),·,-7,11,45,·,·,12,0,2
COc1ccc(C2C=C(C34CC5CC(CC(C5)C3)C4)NC(=S)N2)cc1OC (configuration not stated),-5,-5,1,-10,-0.1,-15,0.7,22,-7
Cc1ccc(NC(=O)CCN2CCCCC2)cc1,-7,-6,-1,-14,1.3,3,0.0,-5,-7
CN1CCN(S(=O)(=O)c2cc([N+](=O)[O-])ccc2N/N=C/c2ccc(Cl)cc2)CC1,-2,-3,3,-2,0.5,-8,0.0,4,-8
O=[N+]([O-])c1ccc2c(c1)C(N1CCOCC1)/C(=C/C1(O)CCCCC1)O2 (configuration not stated),-14,4,1,-11,-0.1,8,0.4,8,-3
COc1ccc(Nc2cc(NCCCO)c([N+](=O)[O-])c3nonc23)cc1,-16,-8,-2,-34,-0.9,-8,-1.9,7,-4
CCc1c(C)c(C#N)c2nc3ccccc3n2c1NCCOC,-23,-16,0,-11,-0.9,-2,-0.4,2,4
Cc1ccc(C(=O)O/N=C/c2ccc3c(c2)OCO3)cc1,-5,-2,0,4,0.7,8,0.4,22,-2
CC1=CC(=O)C(C(C)=Nc2cccc(Cl)c2)C(=O)O1 (configuration not stated),·,-13,3,-17,·,·,0.8,17,-3
O=C(Nc1ccc(Cl)cn1)c1ccc(Br)c(S(=O)(=O)N2CCCCC2)c1,1,-7,14,1,0.1,-3,0.3,8,-6
COc1ccc(C(=O)CSc2nnc(CNc3ccc(C)cc3C)o2)cc1,15,-10,15,-1,11,-22,4.6,17,4
COc1ccc(CCNC(=O)C2CCN(S(=O)(=O)c3ccc4nc5c(c(C(=O)O)c4c3)CCCC5)CC2)cc1OC,0,-15,1,9,-0.2,-2,0.6,25,-2

# Entries of single compounds, quoted from the list. Values in the order: CHO parental Ca	CHO-K1 Ca antag	TAAR1 agonist	TAAR1 antag	V1R ag counter	OXTR potentiator	CHO-K1 Ca ag	CHO-K1 Ca PAM	CHRM1 agonist
# Cc1oc(S(=O)(=O)N2CCCCC2)cc1NC(=O)Nc1ccc(Cl)cc1 in the list: 0	18	22	26	10.0	-15	14	-11	4
# CN1CCN(S(=O)(=O)c2cc([N+](=O)[O-])ccc2N/N=C/c2ccc(Cl)cc2)CC1 in the list: -2	-3	3	-2	0.5	-8	0.0	4	-8
# CC1=CC(=O)C(C(C)=Nc2cccc(Cl)c2)C(=O)O1 (configuration not stated) in the list: ·	-13	3	-17	·	·	0.8	17	-3
# Cc1ccc(C(=O)O/N=C/c2ccc3c(c2)OCO3)cc1 in the list: -5	-2	0	4	0.7	8	0.4	22	-2

# Remaining list, next part
SMILES,CHO parental Ca,CHO-K1 Ca antag,TAAR1 agonist,TAAR1 antag,V1R ag counter,OXTR potentiator,CHO-K1 Ca ag,CHO-K1 Ca PAM,CHRM1 agonist
CCC(CC)=NNc1ccc([N+](=O)[O-])cc1[N+](=O)[O-],-5,7,8,2,2.0,-8,0.0,12,-5
Cc1cc(F)ccc1S(=O)(=O)Nc1ccccc1C(=O)NCc1cccnc1,-6,-10,3,-10,1.4,-15,2.1,16,-9
Cc1ccccc1OCC(O)Cn1c(SC(C)C)nc2c1c(=O)[nH]c(=O)n2C (configuration not stated),-14,4,17,4,0.1,-3,2.5,-5,-3
COCC(=O)N1CCC(Oc2ccc(C(=O)N3CCCCCCC3)cc2)CC1,-1,-17,1,-2,2.1,3,1.8,8,-2
COc1ccc(NC(=S)Nc2cc(C)ccn2)c(OC)c1,-15,-6,5,-4,0.6,-13,-0.2,18,1
O=C1C2C(c3ccccc3)C=CC(c3ccccc3)C2C(=O)N1C1CCCCC1 (configuration not stated),-17,-12,14,8,-0.1,-6,0.4,26,-3
COCCN(C(=O)CSc1nc2ccccc2c(=O)n1CCOC)c1c(N)n(Cc2ccccc2)c(=O)[nH]c1=O,-14,1,1,16,5.7,6,10,24,-6
CC1CN(CC(=O)Nc2ccccc2Sc2ccccc2)CC(C)O1 (configuration not stated),-24,-2,1,2,1.7,-4,4.5,8,-6
O=C(CC1SC(=O)N(c2ccccc2)C1=O)Nc1ccc(Cl)cc1 (configuration not stated),-15,-1,7,7,0.5,-9,2.0,18,-2
COC(=O)c1ccc(C(=O)N2CCCC(CNC(=O)c3ccccc3Cl)C2)cc1 (configuration not stated),-20,-6,4,-3,-0.7,-9,0.3,26,-5
CCOc1ccc(S(=O)(=O)NCCC(=O)NCCc2ccc(C(C)C)cc2)cc1,-23,0,2,-14,3.2,-9,3.3,-1,-1
Cc1cccc(C(=O)NCC(=O)Nc2ccc(S(=O)(=O)Nc3nc(C)cc(C)n3)cc2)c1,2,-5,9,-7,0.1,0,-0.1,2,-8
CCCC(=O)Nc1cc(C)c(NC(=O)C23CC4CC(CC(C4)C2)C3)cn1,-9,-5,1,0,0.6,-8,-0.1,3,-2
Cc1ccc(NC(=O)CN(C)S(=O)(=O)c2cccc3cccnc23)cc1,-14,-9,1,7,0.2,0,3.1,26,-2
C=CC[n+]1c(C)csc1Nc1ccc(C(=O)O)cc1,2,10,12,-3,2.2,0,8.8,8,-5
Cc1cc(NC(=O)C(C)Oc2ccc(Cl)cc2Cl)n(-c2ccccc2)n1 (configuration not stated),-16,1,1,13,-0.6,-15,0.0,6,-2
CN(C)C(=O)COC(=O)c1cccc(S(=O)(=O)N2CC3(C)CC2CC(C)(C)C3)c1 (configuration not stated),-12,-14,3,6,2.3,-2,1.9,13,-4
COc1ccc(F)cc1C(=O)C1CCCN(Cc2ccc(Oc3ncccn3)cc2)C1 (configuration not stated),-7,-5,4,13,0.2,-9,1.7,15,-14
Cc1nc2sc3c(c2c(=N)n1N)CC(C)(C)OC3,-13,-10,3,11,-0.9,-4,2.9,15,-6
COc1cc2c(c(OC)c1O)C(=O)CO2,-5,-12,2,-4,0.3,-18,0.1,6,-3
C/C(=N/NC(=O)c1cc2ccccc2cc1O)c1ccco1,-1,-1,0,2,-0.4,-8,0.8,-6,-1
Cc1ccc(S(=O)(=O)N2CCC(C)CC2)cc1C(=O)NCCN1CCOCC1,-13,-4,1,-14,0.4,-1,0.4,5,-2
CC(C)(C)NC(=O)CN(Cc1ccc2c(c1)OCO2)C(=O)CNS(=O)(=O)c1ccc(F)cc1,-10,-18,0,-16,1.3,-8,3.0,22,-3
CC1CCN(C(=O)CN(c2ccccc2)S(=O)(=O)N(C)C)CC1,-24,11,6,18,0.6,-1,0.4,-8,-13

# Reprinted at random: four entries already listed
SMILES,CHO parental Ca,CHO-K1 Ca antag,TAAR1 agonist,TAAR1 antag,V1R ag counter,OXTR potentiator,CHO-K1 Ca ag,CHO-K1 Ca PAM,CHRM1 agonist
Cc1ccc(S(=O)(=O)N2CCC(C)CC2)cc1C(=O)NCCN1CCOCC1,-13,-4,1,-14,0.4,-1,0.4,5,-2
C/C(=N/NC(=O)c1cc2ccccc2cc1O)c1ccco1,-1,-1,0,2,-0.4,-8,0.8,-6,-1
Cc1ccc(NC(=O)CN(C)S(=O)(=O)c2cccc3cccnc23)cc1,-14,-9,1,7,0.2,0,3.1,26,-2
O=C(Nc1ccc(Cl)cn1)c1ccc(Br)c(S(=O)(=O)N2CCCCC2)c1,1,-7,14,1,0.1,-3,0.3,8,-6
